Screening data from PubChem BioAssay.
RSV CPE inhibition = RSV antiviral activity via CPE protection, HEp-2 cells, primary 10 µM value included (AID 2391). actives 0.13% (n = 310,000). HEp-2 cells, RSV-induced CPE inhibition; higher % means a stronger effect. one-dose CPE inhibition, % at 10 µM; IC50 in µM for titrated hits; in the data active = a potency from the dose series; inconclusive = CPE inhibition mostly from about 23% at the one dose, without a potency; inactive = the rest, 99 in 100 with CPE inhibition below about 21%; note: strong numbers were not always called active
Siah-1 displacement = blockers of Siah-1 interaction with plectin peptide – biochemical, fluorescence polarization, rhodamine-plectin, uHTS, primary screen (AID 1817). Siah-1 / rhodamine-plectin peptide fluorescence polarization; higher % means a stronger effect. displacement, % at 20 µM, or IC50 in µM where a hit was titrated. actives 0.02% (n = 290,000);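 active = displacement of at least 50% at 20 µM, with a fluorescence ratio check between 0.3 and a set limit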;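 note: plate controls were Siah plus tracer with DMSO for no effect and tracer alone without Siah for full effect; strong numbers were not always called active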
Myeloid diff MLP = myeloid differentiation induction; ER-HoxA9 myeloid progenitors, lysozyme-GFP differentiation, flow cytometry; calls only at 10 µM; actives 1% (n = 360,000);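 active = normalized GFP-positive differentiation at or above the plate's own cutoff, the solvent-only control mean plus 3 SD; inconclusive = no clear call, values can overlap the other calls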;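 note: cells exposed to compound for four days before flow analysis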
PhoP inhibition = PhoP-dependent GFP reporter repression – Salmonella Typhimurium, primary screen (AID 1863) | S. Typhimurium PhoP-regulated promoter GFP reporter, 4 h; higher % means a stronger effect | inhibition, % at 50 µM, or IC50 in µM where a hit was titrated | actives 0.16% (n = 300,000);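 active = inhibition over 29.93%, a cutoff 3 SD above the screen mean, later confirmed by dose response; inconclusive = inhibition over 29.93% but no dose response follow-up; inactive = inhibition at most 29.93% or unconfirmed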;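 note: 0% = low Mg2+ inducing control and 100% = high Mg2+ repressing control; strong numbers were not always called active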
human PMI inhibitors = human PMI inhibitors, high substrate, primary screen, biochemical, fluorescence intensity, high mannose 6-phosphate (AID 1220) | recombinant PMI enzyme, coupled fluorescence intensity; higher % means a stronger effect | inhibition, % at 20 µM; hits with a dose series show IC50 in µM | actives 0.66% (n = 190,000)
PMI inhibitors = MPI enzyme activity inhibition – biochemical, fluorescence intensity, coupled assay, primary screen (AID 1209). purified PMI enzyme, coupled fluorescence intensity; higher % means a stronger effect. inhibition, % at 20 µM; hits with a dose series show IC50 in µM. actives 0.42% (n = 190,000);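 note: plate controls were DMSO vehicle for no effect and wells lacking substrate for full effect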
XIAP antagonists = XIAP antagonists, biochemical, IAP family, fluorescence polarization (AID 1018); actives 0.007% (n = 200,000); XIAP BIR domain, fluorescence polarization peptide displacement; higher % means a stronger effect; displacement, % at 20 µM; hits with a dose series show IC50 in µM; in the data active = displacement above about 50%; note: a part of the inactive calls stands beside numbers as strong as those of hits
WT yeast gro inh = growth inhibition of WT yeast, mitochondrial fusion screen | mitochondrial fusion phenotypic screen, WT strain | inhibition, % at 10 µM | actives 2.1% (n = 190,000); in the data active = inhibition above about 58%; tested in S. cerevisiae
TNAP activators = human TNAP enzyme activators, primary screen, biochemical, luminescent, no phosphate acceptor, uHTS (AID 1001); actives 0.03% (n = 200,000); one-dose activation fold at 20 µM; EC50 in µM for titrated hits; purified TNAP, luminescent activation assay, no phosphate acceptor; higher activation fold means a stronger effect; in the data active = activation fold from about 3, or a potency from the dose series; inactive = the rest, 99 in 100 with activation fold below about 1.6; note: many of its hits are not listed in these tables
WT yeast gro inh mutant strain = second read-out of WT yeast gro inh, no call of its own (marks repeat the call); inhibition, %; mitochondrial fusion phenotypic screen, mutant strain inhibition
Myeloid diff MLP GFP+ MAC1+ % = second read-out of Myeloid diff MLP, no call of its own (marks repeat the call); GFP+ MAC1+ double positive, %; measured here: differentiation confirmed by MAC1 staining
Starred values were filed as active, the others as inactive; i = inactive; ? = inconclusive; . = not tested or not shown; + = active, no number. Cut-off read from the data, not from the text of the source, unless noted: active = inhibition above about 50%; inactive = the rest.

SMILES | RSV CPE inhibition | Siah-1 displacement | Myeloid diff MLP | Myeloid diff MLP GFP+ MAC1+ % | PhoP inhibition | human PMI inhibitors | PMI inhibitors | XIAP antagonists | WT yeast gro inh | WT yeast gro inh mutant strain | TNAP activators
COC(=O)c1c(C)nc(C)c(C(=O)OC)c1-c1cccs1 | 0.1% | -5% | i | 1.2 | -1% | -9% | -8% | -7.6% | -19 | 14 | 1
CC(C)=CCCC(C)CN1CCC(N2CCC(C(=O)N3CCOCC3)CC2)CC1 (stereo unspecified) | -2.1% | -2% | i | 0.1 | 1% | -3% | 6% | -1.2% | -6 | 8 | 1.1
CS(=O)(=O)N1CCN(c2ccccc2NC(=S)NC(=O)c2ccccc2[N+](=O)[O-])CC1 | 0.1% | -4% | i | 0.3 | -6% | 4% | 10% | -4.1% | 3 | -3 | 1.1
COc1ccc(NC(=O)CN2CCN(c3ccc(F)cc3)CC2)cc1 | 0.5% | 0% | i | 0.5 | -1% | . | . | . | . | . | .
N#Cc1c(Cl)cccc1N1CCC(C(N)=O)CC1 | 1.8% | -5% | i | 0.4 | -12% | . | . | . | . | . | .
CCOC(=O)C1CCN(C(C(=O)NC2CCCC2)c2ccc(C)cc2)CC1 (stereo unspecified) | 1.9% | -4% | i | 2.4 | -5% | -7% | -5% | -8.0% | -3 | -5 | 0.9
COc1ccc(N2C(=O)CCC(C(=O)O)C2c2ccccc2OC)cc1 (stereo unspecified) | -1.0% | 0% | i | 0.2 | -5% | . | . | . | . | . | .
Cc1oc(-c2ccccc2)nc1CC(=O)O | 2.7% | 2% | i | 1.1 | 25% | -4% | 8% | -4.3% | -2 | -6 | 1.1
COc1ccccc1/C=N\Nc1ccccc1[N+](=O)[O-] | 0.4% | 5% | i | 0.4 | 1% | . | . | . | . | . | .
N#Cc1ccc(-c2ccccc2)nc1SCC(=O)c1cc2ccccc2oc1=O | -1.1% | 12% | i | 0.5 | -3% | -30% | -22% | -0.1% | -6 | 3 | 1
O=[N+]([O-])c1cc(C(F)(F)F)ccc1Sc1ccc2ccccc2n1 | 0.5% | 1% | i | 9.1 | 5% | -73% | 3% | -11% | -5 | 17 | 1.1
O=C(Nc1ccccc1F)c1c[nH]c(=O)[nH]c1=O | -3.7% | -4% | i | 0.7 | -6% | . | . | . | . | . | .
O=C(CC(=O)c1ccccc1)Nc1ccc(Cl)cc1 | 3.9% | 4% | i | 1.5 | 20% | . | . | . | . | . | .
CCCCC(CC)CNC(=O)C1CCCN(S(=O)(=O)c2cnc[nH]2)C1 (stereo unspecified) | 0.1% | 0% | i | 1.1 | -5% | -4% | -1% | -17% | -9 | -15 | 1.1
C=CCn1c(-c2ccc(Cl)cc2)c[nH]c1=S | 2.3% | -2% | i | 0.8 | -4% | -2% | -4% | 2.0% | 0 | 6 | 0.5
CCOc1ccccc1N1CCN(C(=O)Nc2ccc(Cl)c(Cl)c2)CC1 | 14% | -2% | . | . | -1% | -3% | -9% | -7.6% | 68* | 1.9* | 1
Cc1ccc2c(c1)C(c1ccc(F)cc1)N(C(=O)C1CC1)CC(=O)N2 (stereo unspecified) | 2.6% | -4% | i | 2.7 | -2% | 9% | 12% | -0.5% | -1 | 4 | 1.1
C=CCSc1nnc2c(n1)OC(c1cccnc1)Nc1ccccc1-2 (stereo unspecified) | 1.5% | -3% | i | 0.5 | -23% | -64% | -47% | -3.0% | 0 | 2 | 1.1
OCC1(CCc2ccccc2)CCN(Cc2ccc3nsnc3c2)CC1 | -1.1% | 3% | i | 0.3 | -11% | 13% | 6% | -5.6% | 10 | 25 | 1
CC(=O)Nc1ccc(S(=O)(=O)Nc2ccc(Cc3ccncc3)cc2)cc1 | 2.4% | -4% | i | 1.0 | 5% | . | . | . | . | . | .
O=C1CN(C(=O)c2cccc([N+](=O)[O-])c2)CC(=O)N1 | 0.7% | -1% | i | 0.3 | 1% | . | . | . | . | . | .
COCc1c(C(=O)N2CCc3ccccc32)oc2ccccc12 | 22% | 4% | i | 4.3 | -6% | . | . | . | . | . | .
CC(C)(Oc1ccc(Cl)cc1)C(=O)Nc1cccnc1 | 0.4% | 5% | i | 0.4 | 9% | 5% | 2% | -4.8% | 3 | -3 | 1.1
O=C1C=C(N2CCN(C(=O)c3ccccc3)CC2)C2(CCCCC2)O1 | -0.1% | -2% | i | 1.1 | 2% | 5% | 2% | -0.9% | 0 | -10 | 1
Cc1cc(-c2ccc(C)c(S(=O)(=O)Nc3ccc(S(N)(=O)=O)cc3)c2)on1 | 4.7% | 8% | i | 3.8 | -8% | . | . | . | . | . | .

By substructure: the compounds so far containing an aryl methoxy group
SMILES | RSV CPE inhibition | Siah-1 displacement | Myeloid diff MLP | Myeloid diff MLP GFP+ MAC1+ % | PhoP inhibition | human PMI inhibitors | PMI inhibitors | XIAP antagonists | WT yeast gro inh | WT yeast gro inh mutant strain | TNAP activators
COc1ccc(NC(=O)CN2CCN(c3ccc(F)cc3)CC2)cc1 | 0.5% | 0% | i | 0.5 | -1% | . | . | . | . | . | .
COc1ccc(N2C(=O)CCC(C(=O)O)C2c2ccccc2OC)cc1 (stereo unspecified) | -1.0% | 0% | i | 0.2 | -5% | . | . | . | . | . | .
COc1ccccc1/C=N\Nc1ccccc1[N+](=O)[O-] | 0.4% | 5% | i | 0.4 | 1% | . | . | . | . | . | .

(list continues)
SMILES | RSV CPE inhibition | Siah-1 displacement | Myeloid diff MLP | Myeloid diff MLP GFP+ MAC1+ % | PhoP inhibition | human PMI inhibitors | PMI inhibitors | XIAP antagonists | WT yeast gro inh | WT yeast gro inh mutant strain | TNAP activators
COc1ccc(C2=NOC(C(=O)N3CCCc4ccccc43)C2)cc1 (stereo unspecified) | 1.4% | -2% | i | 2.3 | 12% | 8% | 8% | -5.8% | 13 | 2 | 1.1
Cc1ccc(OCCN(C)C(=O)C2CCC(=O)N(CC3CCCCC3)C2)cc1 (stereo unspecified) | 2.2% | -1% | i | 0.4 | -12% | . | . | . | . | . | .
c1ccc(Cc2cc[n+](Cc3ccccn3)cc2)cc1 | 0.5% | 3% | + | 1.2* | 5% | . | . | . | . | . | .
Cc1c(C)[n+](=O)c(-c2cccs2)c(C)n1[O-] | 0.4% | -5% | i | 1.3 | 5% | 8% | 8% | -0.8% | -1 | -12 | 1.1
COc1cccc(N2CC(=O)Nc3c(oc4nc(-c5ccccc5)cc(C)c34)C2=O)c1 | 4.3% | 3% | i | 0.2 | -5% | . | . | . | . | . | .
COc1ccc(N2C(=O)CC(Nc3ccc(N4CCOCC4)cc3)C2=O)c(OC)c1 (stereo unspecified) | 0.9% | 1% | i | 0.6 | 6% | -8% | 4% | -5.1% | -2 | 14 | 1
CCOC(=O)N1CCN(C(=O)CC(C(=O)N2CCc3ccccc32)n2ccnc2)CC1 (stereo unspecified) | -0.1% | -1% | i | 0.8 | 5% | -1% | 2% | -11% | 1 | -10 | 1
CCc1ccc(CNC(=O)C2CCCN(S(=O)(=O)N(CC)c3ccccc3)C2)cc1 (stereo unspecified) | 4.6% | 7% | i | 1.6 | -7% | . | . | . | . | . | .
COc1ccc(Cl)c(Cn2c(NCc3ccccn3)nc3c2c(=O)n(C)c(=O)n3C)c1 | 1.9% | 4% | i | 0.7 | 1% | 6% | 12% | -2.2% | -17 | -12 | 1.1
Cc1ccccc1CN1CCCOCCS1(=O)=O | 1.1% | -4% | i | 0.7 | 3% | . | . | . | . | . | .
COc1ccc(Cc2c[nH]c(=O)[nH]c2=O)cc1 | 2.3% | 3% | i | 0.4 | 2% | 6% | 4% | -9.3% | -6 | -13 | 1.2
O=C(N/N=C/c1cccc2nccnc12)c1ccccc1O | 3.1% | -4% | i | 0.8 | 7% | . | . | . | . | . | .
Cc1nc(C(=O)N2CCc3c([nH]c4ccccc34)C2c2ccccn2)cs1 (stereo unspecified) | 5.3% | 2% | i | 0.1 | -1% | . | . | -2.3% | -14 | 2 | 1
COc1ccc(/C=C/C(=O)OCC(=O)NCCC2=CCCCC2)cc1S(=O)(=O)N1CCOCC1 | 0.1% | 1% | i | 0.5 | 0% | 0% | -2% | -11% | 0 | 13 | 1.1
COC(=O)C1C2C=CC(C3CC23)C1C(=O)OCC(=O)c1ccccc1 (stereo unspecified) | 1.2% | -2% | i | 1.2 | 7% | 10% | 10% | -4.1% | 11 | -25 | 1.1
Cc1ccccc1CCNC(=O)CCn1ccc2cc(S(=O)(=O)N3CCCC3)ccc21 | 3.8% | 3% | i | 0.3 | -12% | . | . | . | . | . | .
Nc1c(S(=O)(=O)c2cccs2)c2nc3ccccc3nc2n1Cc1cccs1 | 1.9% | 1% | i | 0.9 | 8% | 22% | 13% | -3.4% | 40 | -7 | 1.1
O=C(NC(NCc1cccnc1)C(Cl)(Cl)Cl)c1cccc2ccccc12 (stereo unspecified) | 6.0% | 1% | i | 1.1 | -6% | -3% | 4% | -7.7% | -3 | -11 | 1.1
CN(NC(=O)c1ccco1)c1nc2ccccc2nc1C(F)(F)F | 0.8% | -3% | i | 0.0 | 0% | -5% | -6% | 1.4% | 0 | 12 | 1.1
O=C(Nc1ccc(F)cc1)Nc1cccnc1Cl | 22% | 2% | i | 0.9 | -4% | . | . | . | . | . | .
Cc1ccc(C(=O)N/N=C\c2ccc[nH]2)cc1[N+](=O)[O-] | 1.9% | 0% | i | 0.5 | -5% | -36% | -24% | -4.4% | -9 | -6 | 1.1
CCC1C(=O)NCCN1C(=O)c1ccccc1OC1CCN(S(C)(=O)=O)CC1 (stereo unspecified) | -1.2% | -2% | i | 1.0 | 5% | . | . | -0.6% | 2 | 0 | 1.1
CC(C)[C@H](NS(=O)(=O)c1ccc2c(c1)OCCO2)C(=O)OCC(=O)Nc1ccccc1Cl | 1.7% | -1% | i | 0.2 | -17% | 8% | 15% | -5.8% | -12 | -6 | 1.1
CCCc1nc2ccc(NC(=O)NCCC(=O)OCC)cc2c(=O)n1Cc1ccc(Cl)cc1 | 1.8% | 3% | i | 0.7 | 4% | 7% | 5% | -8.5% | -7 | -10 | 1.1
COc1ccc(-c2csc(NC(=O)c3ccccc3F)n2)cc1 | 5.7% | -4% | i | 0.2 | 3% | . | . | . | . | . | .
Cc1ccc(CN2C(=O)CNC2=S)cc1 | 0.6% | -10% | i | 1.5 | 2% | -10% | -13% | -4.3% | -7 | 18 | 1
CCOc1ccc(S(=O)(=O)N(CC(=O)N2CCc3ccccc32)Cc2ccco2)cc1 | ? | -3% | i | 0.9 | 9% | 0% | 1% | -5.0% | 9 | 0 | 1.1
CCOc1ccc(NC(=O)N(CCC(C)C)C(C)c2ccco2)cc1 (stereo unspecified) | 1.2% | -6% | i | 0.3 | -10% | 30% | 15% | -7.4% | 15 | 19 | 1.1
CC(C)n1c(N2CCN(C(=O)Nc3ccc(Cl)cc3)CC2)nc2ccccc21 | 0.6% | 12% | i | 0.4 | . | 4% | 6% | -5.4% | -2 | -5 | 1
CN1C/C(=C/c2cccnc2)C(=O)/C(=C/c2cccnc2)C1 | -2.5% | -1% | ? | . | 4% | 18% | 18% | -3.0% | -1 | 20 | 1
